Assay outcomes from PubChem BioAssay.
AI-2 QS modul: Vibrio harveyi AI-2 quorum sensing modulation; Vibrio harveyi JMH597 AI-2 luminescence/OD600 ratio, 9 h; hits give low values; strain lacks LuxN and CqsS sensors; 0 = neutral-control median; activity change, % at 7.5 µM; 0.4% of 300,000 active; in the data active means activity change below about -75%, passing the limit was not always enough;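 further: luminescence divided by OD600 gain over 9 h not by final OD600 alone; inactives centre near 13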
KLF5 inhibitor: inhibitors of KLF5 expression; 0.23% of 290,000 active; DLD-1 KLF5 promoter-luciferase reporter, luminescence; inhibition, % at 5 µM;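 active means inhibition above a per-plate limit of that plate's mean compound inhibition plus 3 SD, cut at about 60% in these data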;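 further: 0% = DMSO wells and 100% = LY294002 at 200 µM; higher means less KLF5 promoter-driven luciferase light; inactives centre near -14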
aSyn 5UTR inh: 5' untranslated region of α-synuclein, MLPCN primary screen; 0.82% of 300,000 active; alpha-synuclein 5'UTR reporter, inhibitor activity; inhibition, % (tested at 7.5 µM); in the data active means inhibition above about 60%;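 further: H4 neuroglioblastoma cells stably carrying SNCA 5'UTR luciferase fusion; 0% = DMSO wells and 100% = positive control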
HSF-1 act: increases HSF-1 driven luciferase reporter signal; NIH3T3-HGL HSF-1 luciferase reporter, MG132, 8 h; 100% = twice DMSO control signal; activation, % at 9 µM; AID 504408; 1.7% of 300,000 active;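 active means mean replicate activation of at least 50% with a set share of replicates each reaching 50%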;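 further: 0% = median of the neutral control wells and 100% = twice that signal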
HSP90 refold inh: inhibitors of HSP90 luciferase refolding in rabbit reticulocyte lysate; luciferase refolding luminescence, 3 h; inhibition, % at 5.6 µM; 0.91% of 290,000 active;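 active means inhibition above the screen-wide mean plus 3 SD, computed separately per campaign, cut at about 16% in these data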;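 further: 0% = DMSO wells and 100% = 60 µM geldanamycin wells; inhibitors lower the luminescence because luciferase stays unfolded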
GSK3A inh: blocks human GSK-3 alpha kinase; ADP-Glo luminescence, 60 min; inhibition, % at 10 µM; 0.1% of 320,000 active; AID 2650;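 in the data active means inhibition above about 50%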;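 further: GST-tagged GSK-3 alpha with peptide substrate and 25 µM ATP; 0% = DMSO neutral wells and 100% = GW8510 positive control wells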
Target sequence (P49840 whole entry, looked up): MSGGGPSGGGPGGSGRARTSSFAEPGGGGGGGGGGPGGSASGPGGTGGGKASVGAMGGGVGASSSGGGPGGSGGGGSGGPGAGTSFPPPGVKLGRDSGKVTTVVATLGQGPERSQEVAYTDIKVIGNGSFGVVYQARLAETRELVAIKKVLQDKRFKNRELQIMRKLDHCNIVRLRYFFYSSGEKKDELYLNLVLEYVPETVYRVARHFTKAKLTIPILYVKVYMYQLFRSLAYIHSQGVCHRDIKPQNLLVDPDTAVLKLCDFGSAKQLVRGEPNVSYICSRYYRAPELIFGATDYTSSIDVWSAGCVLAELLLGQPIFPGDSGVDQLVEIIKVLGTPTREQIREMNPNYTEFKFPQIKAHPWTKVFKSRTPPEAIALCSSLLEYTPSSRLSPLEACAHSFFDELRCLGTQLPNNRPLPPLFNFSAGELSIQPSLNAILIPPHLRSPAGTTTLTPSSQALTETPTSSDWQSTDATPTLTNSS
HSF1 inhib: HSF1 inhibition; NIH3T3-HGL HSE-luciferase, MG132-induced, luminescence 8 h; hits give low values; activity change, negative = inhibition, % at 7.5 µM (by protocol); AID 2098; 0.77% of 300,000 active;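 active means more than half of replicate wells show activity change below -50%, luminescence cut by over half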;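 further: luciferase reports HSF-1 transcriptional activity via heat shock element; 0% = median of DMSO wells and -100% = zero luminescence signal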
GSK3B inh: human GSK3beta kinase inhibition; P49841; GST-GSK3beta kinase, ADP-Glo luminescence, 60 min; hits give low values; activity score (negative = inhibition), % at 10 µM; 0.038% of 300,000 active; AID 2097;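 active means more than half of replicate wells score below -50%, meaning over 50% inhibition versus plate controls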;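 further: 0% = median DMSO wells and -100% = median GW8510 positive control wells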
Target sequence (P49841 whole entry, looked up): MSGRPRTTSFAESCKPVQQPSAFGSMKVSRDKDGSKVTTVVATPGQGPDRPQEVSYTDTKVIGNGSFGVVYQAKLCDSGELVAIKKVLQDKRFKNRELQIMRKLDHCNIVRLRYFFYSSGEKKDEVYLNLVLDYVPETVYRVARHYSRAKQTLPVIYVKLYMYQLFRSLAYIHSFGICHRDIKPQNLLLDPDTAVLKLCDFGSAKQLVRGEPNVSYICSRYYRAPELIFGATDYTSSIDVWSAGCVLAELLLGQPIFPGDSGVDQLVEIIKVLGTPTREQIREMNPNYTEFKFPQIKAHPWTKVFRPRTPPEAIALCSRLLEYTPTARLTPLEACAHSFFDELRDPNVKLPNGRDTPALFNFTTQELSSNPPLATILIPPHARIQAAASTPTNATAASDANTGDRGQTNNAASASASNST
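Test system – GST-tagged human GSK3beta kinase, cell-free · Incubation – 60 min enzyme reaction, room temperature · Signal – ADP-Glo luminescence · Also added – peptide substrate and ATP at 25 µM · Controls – DMSO neutral wells and GW8510 at 20 µM as positive · Buffer or medium – Tris/MgCl2 kinase buffer · Measure – Luminescence-derived activity versus plate DMSO and GW8510 wells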
PolyA inhibitor: yeast polyadenylation inhibition; 0.02% of 300,000 active; AID 1875; calls only at 12 µM; S. cerevisiae SKY197-pL101 polyadenylation reporter, beta-gal luminescence; efflux-impaired pdr1/pdr3 knockout yeast; score 100 = 6 SD above DMSO;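 active means lowest replicate activity score at least 50, where 100 means six control SD above control mean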;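 further: yeast exposed to compound for 9 h at 30 °C; higher score means more reporter readthrough which indicates perturbed polyadenylation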
IEC-6 tox: counter-screen for KLF5 inhibitors: cytotoxicity in IEC-6 cells. IEC-6 cytotoxicity, luminescence viability. inhibition, % at 5 µM. 0.78% of 290,000 active; in the data active means inhibition above about 22%;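 further: 0% = plate median of test compound wells and 100% = cytotoxic reference compound wells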
* hit, by the source's call; i = inactive; / = not tested or not shown.

SMILES	AI-2 QS modul	KLF5 inhibitor	aSyn 5UTR inh	HSF-1 act	HSP90 refold inh	GSK3A inh	HSF1 inhib	GSK3B inh	PolyA inhibitor	IEC-6 tox
Cc1ccc(N(C(=O)c2csnn2)C(C(=O)NC2CCCC2)c2ccccn2)cc1 (stereo unspecified)	9	-21	3	22	5	-3	7	-6	i	0
COc1ccc(C)cc1S(=O)(=O)Nc1cccc(-c2cn3cccnc3n2)c1	/	20	6	17	-2	-1	-1	/	i	1
Cc1ccc(C(CNS(=O)(=O)c2ccc(F)cc2)N2CCN(C)CC2)cc1 (stereo unspecified)	14	/	-15	-10	/	-1	-1	2	i	/
NC(=O)N/N=C/c1coc2ccc3ccccc3c2c1=O	2	-40	-14	12	1	0	2	8	i	5
O=C(NCc1ccco1)c1ccccc1-c1ccccc1	16	-28	33	0	2	4	-1	-2	i	-3
CC(C)N(Cc1ccccc1)C(=O)Cn1c(=O)cnc2ccccc21	6	-4	18	0	8	-2	-5	-4	i	-1
Cc1cc(=O)oc(C)c1C(=O)NCCCN1C(C)CCCC1C (stereo unspecified)	-1	0	22	27	0	-3	-1	2	i	2
COc1cc(NC(=O)CN2C(=O)CN(C)C2=O)c(C)cc1[N+](=O)[O-]	46	-6	-10	4	-3	0	-3	-4	i	2
C#CCOCCOCCOCCNc1nc(N2CCOCC2)nc(N2CCN(C(=O)[C@H]([C@@H](C)CC)n3cc([C@@H](N)Cc4ccc(O)cc4)nn3)CC2)n1	19	-10	21	-3	-3	-4	-2	5	i	0
COc1cc(C)nc(NS(=O)(=O)c2ccccc2Cl)n1	29	-13	5	19	-6	4	9	0	i	0
Cc1ccc(OCc2ccc(C(=O)NNC(=S)NCC3CCCO3)o2)c([N+](=O)[O-])c1 (stereo unspecified)	-15	11	9	15	1	-3	16	0	i	0
CCOC(=O)c1sc(-c2ccc(OC)cc2)cc1NC(C)=O	12	-50	-73	15	-3	/	-4	1	i	-12
CC(C)Cn1c(N)c(C=O)c(=O)n(C)c1=O	13	16	7	5	4	-1	-8	2	i	0
O=C(COC(=O)c1cccc(N2C(=O)c3ccccc3C2=O)c1)Nc1ccccc1	17	5	-7	28	1	1	7	0	i	2
COc1cccc(CN(C)CC(=O)NC(=O)NCc2ccccc2)c1	23	-34	10	33	0	-1	2	-1	i	-10
Cc1ccc(CNC(=O)C(=O)c2cn(CC(=O)N3CCCC3)c3ccccc23)cc1	9	-41	-14	19	2	4	11	0	i	1
CCn1c(=O)[nH]c2cc(C(=O)Nc3cc(C)cc(C)c3)ccc2c1=O	11	13	11	-3	0	-1	-5	2	i	2
CCCOc1ccc(Cn2c(=O)oc3ccc(C)cc32)cc1	6	-9	3	29	6	-8	22	2	i	-5
CCOC(=O)c1c(NC(=O)CNCCOC)sc2c1CCCC2	-5	1	20	-5	0	2	-2	13	i	2
CCN(CC)C(=O)COCc1cc(-c2ccc3c(c2)OCO3)on1	20	-18	-28	8	0	0	4	3	i	0
CCn1cc(/C=C(\NC(=O)c2ccccc2Cl)C(=O)N2CCN(C)CC2)c2ccccc21	20	7	1	38	2	/	10	-1	i	-7
O=S(=O)(N1CCCCC1)N1CCN(CC(O)COc2ccc3cc(Br)ccc3c2)CC1 (stereo unspecified)	9	-16	2	25	4	-2	13	-4	i	-3
CCOC(=O)CN1C(=O)C(O)(CC(=O)c2ccco2)c2ccccc21 (stereo unspecified)	2	-9	14	-11	0	-1	-1	3	i	12
CC(OC(=O)/C=C/c1ccc(Br)cc1)C(=O)N1CCOCC1 (stereo unspecified)	13	/	-34	0	/	-1	1	4	i	/
O=C1CC(=O)N(c2ccccc2)N1c1ccccc1	11	-24	8	-30	-5	-3	-11	0	i	-7
Next section:
SMILES	AI-2 QS modul	KLF5 inhibitor	aSyn 5UTR inh	HSF-1 act	HSP90 refold inh	GSK3A inh	HSF1 inhib	GSK3B inh	PolyA inhibitor	IEC-6 tox
O=C(Nc1ccc(Cl)cc1)NC1CCCC1Cc1ccco1 (stereo unspecified)	-10	-15	-22	26	8	-1	11	-1	i	0
O=C(O/N=C/C1=C(Cl)c2ccccc2CC1)c1ccc(F)cc1	-8	-11	-14	-1	-3	0	-5	-2	i	-3
CCOC(=O)c1c(C)n(C)c2cc(Br)c(C)cc12	21	-25	15	2	-1	-2	2	3	i	-1
CC(=O)c1c(C)oc2ccc(N(C(C)=O)S(=O)(=O)c3ccc(Br)cc3)cc12	22	-24	6	1	4	-3	-2	0	i	-2
CCOC(=O)C1=C(C)NC(=O)NC1c1cc2c(cc1Br)OCO2 (stereo unspecified)	14	-19	6	20	2	/	3	-4	i	6
Cc1ccc(-c2nc(CN(Cc3c(C)nn(C)c3C)C(C)C)c(C)o2)o1	18	14	30	-18	4	0	-8	-1	i	4
N#CC1=C(S)N(c2ccc(F)cc2)C(c2ccco2)NC1=O (stereo unspecified)	4	-5	-1	-43	-6	46	-31	-1	i	-4
Cc1ccccc1Nc1nc(N)nc(-c2oc3ccccc3c2C)n1	12	-168	-57	72*	-3	-3	43	2	i	2
Cc1cc(C(=O)CN2C(=O)NC3(CCCc4ccccc43)C2=O)c(C)n1C (stereo unspecified)	/	17	/	/	7	-4	/	/	/	-4
COc1cccc(CN(C)C(=O)C2CC(=O)N(c3ccc4c(c3)OCCO4)C2)c1 (stereo unspecified)	10	/	6	0	/	-1	9	-1	i	/
Brc1cccc(CNCC2CCCO2)c1 (stereo unspecified)	3	-29	8	-4	-3	-3	-5	3	i	-1
COc1ccc(-n2nnc3c(SCC(=O)Nc4ccccc4F)ncnc32)cc1	16	-9	15	9	0	-1	-6	3	i	-6
CN(C)S(=O)(=O)c1ccc(Cl)c(NC(=O)CSc2nc3ccccc3c(=O)n2CCCN2CCOCC2)c1	-6	-29	9	23	-2	-2	1	2	i	5
Cc1ccc(-c2nc(N3CCOCC3)sc2C(=O)N2CCCCC2)cc1	8	-5	11	11	7	-2	2	-3	i	-2
Cc1ccc(C2N(c3cccc(Cl)c3)C(=O)N3CCCN23)cc1 (stereo unspecified)	32	-10	-8	31	3	1	0	-2	i	-5
COc1cccc(C2N=C(c3ccccc3C)NO2)c1OC (stereo unspecified)	9	-8	-80	34	3	14	20	3	i	-1
O=C(CSc1nnnn1C1CCCCC1)N1CCCC1	21	-40	1	-1	-2	-1	-1	2	i	1
Cc1ccc(S(=O)(=O)CCC(=O)OCC(=O)Nc2cc(S(=O)(=O)N3CCOCC3)ccc2C)cc1	18	/	-3	1	/	2	1	2	i	/
Cn1c(=O)c(-c2ccccc2[N+](=O)[O-])c(Cl)c2ccccc21	7	-24	-2	1	2	-2	-2	-1	i	-3
COC(=O)c1c(C)oc(C)c1S(=O)(=O)N(C)C1CCCCC1	21	1	22	15	3	-4	-1	5	i	-9
CC(=O)Oc1ccc(/C=N/NC(=O)c2ccc(N(C)S(=O)(=O)c3ccccc3)cc2)cc1	16	-20	3	9	4	2	4	1	i	0
Cc1c(C(=O)N2CCN(c3ccc([N+](=O)[O-])cc3)CC2)sc2ncn(CC(=O)N3CCOCC3)c(=O)c12	/	-48	9	-7	3	0	1	/	i	4
CCOc1ccccc1NC(=O)COC(=O)CSc1ccc(Cl)cc1	17	0	1	-5	5	/	-9	-1	i	0
O=C(Nc1cccc(F)c1)c1coc(=O)c(Br)c1	3	-11	-30	-13	2	-5	-5	2	i	0
Cn1c(=O)[nH]c(=O)c2c1nc([N+](=O)[O-])n2Cc1ccccc1	50	-3	-42	155*	0	5	153	-4	i	38*

With a hit mark in HSF-1 act (from the list above):
Molecule	AI-2 QS modul	KLF5 inhibitor	aSyn 5UTR inh	HSF-1 act	HSP90 refold inh	GSK3A inh	HSF1 inhib	GSK3B inh	PolyA inhibitor
Cc1ccccc1Nc1nc(N)nc(-c2oc3ccccc3c2C)n1	12	-168	-57	72*	-3	-3	43	2	i
Cn1c(=O)[nH]c(=O)c2c1nc([N+](=O)[O-])n2Cc1ccccc1	50	-3	-42	155*	0	5	153	-4	i

(list continues)
SMILES	AI-2 QS modul	KLF5 inhibitor	aSyn 5UTR inh	HSF-1 act	HSP90 refold inh	GSK3A inh	HSF1 inhib	GSK3B inh	PolyA inhibitor	IEC-6 tox
CN(/N=C/c1ccc(N(C)C)cc1)C1=NS(=O)(=O)c2ccccc21	9	-9	-97	-20	-3	-2	-4	-2	i	38*
CCOC(=O)c1cc2sc(C)cc2n1CC(=O)N1CCc2ccccc21	16	11	13	10	3	0	-2	3	i	9
CCCCNC(=S)NNC(=O)c1ccncc1	18	2	4	-1	0	/	-4	2	i	3
O=C(NCSc1ccncn1)c1ccccc1	24	-6	-23	32	-4	-2	5	-1	i	2
O=C(Oc1cccc(C(=S)N2CCOCC2)c1)c1ccc([N+](=O)[O-])cc1[N+](=O)[O-]	17	-21	0	13	8	-1	2	0	i	0
CCNS(=O)(=O)c1ccc(OC)c(C(=O)NC2CCCCC2)c1	-2	-15	15	18	-1	0	2	0	i	1
O=C(Cn1cc([N+](=O)[O-])cn1)N1CCN(Cc2ccc3c(c2)OCO3)CC1	/	-6	5	40	-5	-1	4	/	i	-4
Cc1cc([N+](=O)[O-])nn1CC(=O)Nc1ccc(Cc2ccncc2)cc1	16	17	-1	-10	1	-1	-2	-1	i	5
CSc1ccc(C2C(C#N)=C(N)N(c3ccccc3)C3=C2C(=O)CCC3)cc1 (stereo unspecified)	10	-10	15	58*	6	1	22	-2	i	5
Cc1ccc(C(=O)NN=C2CCCCCC2)s1	18	-53	-22	8	-1	2	-3	2	i	2
CCn1nnnc1SCCSc1nnnn1CC	-2	-34	16	-1	2	-3	-6	-3	i	-3
COC(=O)c1cccn(CC(=O)c2ccc(Cl)cc2)c1=O	-8	18	9	-7	4	-2	-2	-2	i	2
COc1ccccc1OCC(=O)NCCSCc1ccc(Cl)cc1	-8	12	5	-10	0	-2	8	2	i	9
CCOC(=O)C(C(=O)OCC)=C1OC(=O)c2ccccc21	24	-8	22	15	5	3	-5	0	i	2
CC(NC(=O)c1ccc(S(=O)(=O)C(F)F)cc1)c1ccccc1 (stereo unspecified)	-22	-14	11	17	-2	1	1	6	i	3
CCOC(=O)c1ccc(NC(=O)c2cc3ccccc3o2)cc1	23	-62	-152	24	-5	/	21	1	i	-2
CC(Nc1nc(-c2ccc(F)cc2)cs1)c1nc2cc(C(F)(F)F)ccc2n1CCOCCO (stereo unspecified)	19	/	0	-16	/	-1	-6	2	i	/
Cc1cc2oc(C(=O)N(Cc3ccco3)C3CCS(=O)(=O)C3)cc(=O)c2cc1Cl (stereo unspecified)	7	-15	-9	23	1	0	5	-1	i	-6
Cc1ccc(NC(=O)CCC(=O)NNC(=O)c2ccco2)cc1C	11	-16	-18	-15	-1	0	-13	-4	i	-4
O=C1Nc2ccccc2/C1=C/c1cnc(-c2ccccc2)[nH]1	2	-89	-78	64*	0	-7	35	1	i	-2
Cc1cc([N+](=O)[O-])nn1CC(=O)N1N=C(C(F)F)CC1(O)C(F)F (stereo unspecified)	17	-14	-4	9	-4	0	10	0	i	4

Some of the compounds tested; count on the stated rates, not on these rows.
